Assay outcomes (PubChem BioAssay)
ST2 inh: inhibitors of human ST2 (IL1RL1) binding to IL-33, primary screen, biochemical, AlphaLISA; AID 1259354, 2018; 78,000 compounds, 2.3% hits; AlphaLISA ST2-Fc/biotin-IL-33 interaction, 1 h; Interleukin-1 receptor-like 1 (Homo sapiens), Q01638; inhibition, % for hits at 17 µM; in the data active means inhibition above about 30%; inconclusive means mostly about 10% to 28%
Target sequence (Q01638 whole entry, looked up): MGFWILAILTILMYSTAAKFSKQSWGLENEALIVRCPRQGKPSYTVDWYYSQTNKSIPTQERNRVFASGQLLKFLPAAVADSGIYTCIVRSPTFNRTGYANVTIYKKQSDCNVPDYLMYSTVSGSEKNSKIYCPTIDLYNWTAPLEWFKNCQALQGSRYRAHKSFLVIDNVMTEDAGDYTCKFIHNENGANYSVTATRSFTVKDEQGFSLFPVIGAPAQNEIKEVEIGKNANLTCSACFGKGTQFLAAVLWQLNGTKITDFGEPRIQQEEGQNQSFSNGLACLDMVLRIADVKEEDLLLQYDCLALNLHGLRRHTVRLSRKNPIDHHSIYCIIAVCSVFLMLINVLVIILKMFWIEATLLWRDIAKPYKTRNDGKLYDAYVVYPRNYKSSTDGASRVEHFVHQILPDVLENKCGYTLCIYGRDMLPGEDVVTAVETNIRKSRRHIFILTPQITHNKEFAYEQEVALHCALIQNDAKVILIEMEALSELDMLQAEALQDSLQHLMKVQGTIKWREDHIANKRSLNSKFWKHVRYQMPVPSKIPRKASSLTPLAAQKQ
Calls only. The list is partial, so the mix of outcomes need not match the whole.

COc1ccc(-c2ccc(NC(=O)c3cccnc3)c(C)c2)c(OC)c1OC was read as ST2 inh inactive.
Oc1ccc(O)c(Cc2nc3ccccc3[nH]2)c1 was read as ST2 inh inconclusive.
Cc1ccc2c(C)c(C(=O)N3CCC4(CN(C)C(=O)O4)C3)oc2c1 (centres undefined) was read as ST2 inh inconclusive.
For Cn1nc(-c2ccc(Cl)cc2)c2cc(C(=O)NC3CCN(Cc4ccccc4)CC3)sc21 the results were ST2 inh inactive.
`O=C(Nc1nc(-c2cc3cc(Br)ccc3oc2=O)cs1)c1ccccc1` gave ST2 inh inactive.
For O=C1CCCN1CCCNc1nc(-c2ccc(Cl)cc2)nc2c1CNC2 the results were ST2 inh inconclusive.
`O=C(C1CCOCC1)N1CCOC(CC(c2ccccc2)c2ccccc2)C1` (centres undefined) gave ST2 inh inactive.
`CCC(=O)c1ccc(OCC(O)Cn2cnc3ccccc32)cc1` (centres undefined) gave ST2 inh inactive.
CCOC(=O)c1sc(NC(=O)CCOc2ccccc2)nc1C was read as ST2 inh inactive.
`COc1ccc(-c2nccn2CCc2ccncc2)c(Cl)c1OC` gave ST2 inh inactive.
Screening COCCCNC(=O)CN1C(=O)/C(=C\c2ccc(C(F)(F)F)cc2)Sc2ccccc21 returned ST2 inh inactive.
`Cc1ccc(NC(=O)c2cc3cc(Cl)ccc3oc2=O)cc1` gave ST2 inh inactive.
`CC(=O)NC(C)c1nc2ccccc2n1C(C)C` (centres undefined) gave ST2 inh inactive.
C=C(C)CC(Nc1ccccc1C)c1ccco1 (centres undefined) was read as ST2 inh inactive.
For O=C(CN1C(=O)CCc2cc(S(=O)(=O)N3CCCC3)ccc21)NCc1ccco1 the results were ST2 inh inactive.
CN(C)CC1(O)CCN(C(=O)C2(c3ccc(Cl)cc3)CCC2)C1 (centres undefined) was read as ST2 inh inactive.
`O=C(NCc1ccccc1)c1cc(C2CC2)on1` gave ST2 inh inactive.
For O=S(=O)(NCC1COc2ccccc2O1)c1cccc2cccnc12 (centres undefined) the results were ST2 inh inconclusive.
For COc1ccc(C(=O)COc2ccc(Cl)cc2)cc1 the results were ST2 inh inactive.
`CCN1CCN(CCCNC(=O)c2cn(C)c(=O)c3c2c2ccccc2n3C)CC1` gave ST2 inh inactive.

Reprinted from the part before: 7 entries, followed by the next part.
C=C(C)CC(Nc1ccccc1C)c1ccco1 (centres undefined) was read as ST2 inh inactive.
For O=C(CN1C(=O)CCc2cc(S(=O)(=O)N3CCCC3)ccc21)NCc1ccco1 the results were ST2 inh inactive.
CN(C)CC1(O)CCN(C(=O)C2(c3ccc(Cl)cc3)CCC2)C1 (centres undefined) was read as ST2 inh inactive.
`O=C(NCc1ccccc1)c1cc(C2CC2)on1` gave ST2 inh inactive.
For O=S(=O)(NCC1COc2ccccc2O1)c1cccc2cccnc12 (centres undefined) the results were ST2 inh inconclusive.
For COc1ccc(C(=O)COc2ccc(Cl)cc2)cc1 the results were ST2 inh inactive.
`CCN1CCN(CCCNC(=O)c2cn(C)c(=O)c3c2c2ccccc2n3C)CC1` gave ST2 inh inactive.
Cc1ccc(C(=O)N2CCCC(Cc3ccc(C(=O)O)cc3)C2)cc1F (centres undefined) was read as ST2 inh inactive.
`Cc1ccccc1OCC(=O)Nc1ccc(-c2nc3ccccc3o2)cc1` gave ST2 inh inactive.
`Cc1ccc(S(=O)(=O)NC(=NC(C)C)c2ccc(F)cc2)cc1` gave ST2 inh inconclusive.
CCC1CCc2c(sc(N)c2C#N)C1 (centres undefined) was read as ST2 inh inconclusive.
Cn1cc(CNc2ccc(C(=O)N3CCC(Cn4cccn4)CC3)cn2)cn1 was read as ST2 inh inactive.
`O=C(NC1CCCC1)C1C2C=CC3(CN(Cc4cccs4)C(=O)C13)O2` (centres undefined) gave ST2 inh inactive.
For COc1ccc(C2CC(c3ccc(C)cc3)=NN2S(=O)(=O)c2ccccc2)cc1 (centres undefined) the results were ST2 inh inactive.
`Cc1c(N2CCCC2)ccc2c1NC(=O)CC2c1ccc2c(c1)nnn2C` (centres undefined) gave ST2 inh inactive.
Screening Cc1cc(Cl)ccc1-n1c(CCC(=O)O)ccc1-c1cccs1 returned ST2 inh inconclusive.
Screening O=C(CSc1cccc2cccnc12)N1CCc2ccccc21 returned ST2 inh inactive.
O=C(NCCc1cccc2ccccc12)C1CCCN1S(=O)(=O)c1ccccc1 (centres undefined) was read as ST2 inh inactive.
Screening CC(=O)c1cccc(NC(=O)c2ccoc2C)c1 returned ST2 inh inactive.
`FC(F)(F)c1ccc(CN2CC[C@H](c3nc4cc(Cl)ccc4o3)C2)cc1` gave ST2 inh inactive.
COc1ccc(CN2CCc3ccccc3C2)cc1OC was read as ST2 inh inactive.
`COc1ccc(S(=O)(=O)N2CCCC2C(=O)NC2=NCCS2)cc1` (centres undefined) gave ST2 inh inactive.
CCCCCC(=O)OC1C=C(CO)C(O)(CO)C2(C)C(O)CCC(C)(C)C12 (centres undefined) was read as ST2 inh inactive.
Screening Cc1ccc(C(C)C)c(OCCn2nnc3ccccc32)c1 returned ST2 inh inactive.
Screening CCN1CCN(C(=O)Cn2c(=O)sc3ccccc32)CC1 returned ST2 inh inactive.
`CCCn1nc(-c2nonc2N)nc1-c1nonc1N` gave ST2 inh inactive.
Screening CCCCOc1ccc(C2C(=O)N(C3CCCCC3)CC(=O)N2C2CCCC2)cc1 (centres undefined) returned ST2 inh inactive.
`Clc1cccc(CN2CCN(c3nc4nonc4nc3NC3CC3)CC2)c1` gave ST2 inh inconclusive.
Screening CCCCn1c(CCCNC(C)=O)nc2ccccc21 returned ST2 inh inactive.
CCN(CC)S(=O)(=O)c1ccc(C(=O)N2CCN=C2SCc2ccccc2F)cc1 was read as ST2 inh inactive.
`COc1cc(NC(=O)c2ccc(C)c(Cl)c2)c(OC)cc1Cl` gave ST2 inh inactive.
`CN(C)C(=O)c1ccc2c(c1)N(CC(=O)N1CCCC1)C(=O)C1CCCCN21` (centres undefined) gave ST2 inh inactive.
For CCOC(=O)c1cc(-c2ccccc2)sc1NC(=O)C(C)N1C(=O)c2ccccc2C1=O (centres undefined) the results were ST2 inh inactive.
CCOC(=O)c1sc(=NC(=O)c2ccc(S(=O)(=O)N(C)c3ccccc3)cc2)n(C)c1C was read as ST2 inh inconclusive.
O=C(NCCCN1CCOCC1)c1cnc(N2CCN(c3ccccn3)CC2)c2ccccc12 was read as ST2 inh inactive.
Screening COc1cc(C2SCC(=O)N2Cc2ccccc2)ccc1O (centres undefined) returned ST2 inh inconclusive.
`CC(=O)Nc1ccc(S(=O)(=O)N2C[C@@H]3C[C@H](C2)c2ccc(-c4ccccc4C)c(=O)n2C3)cc1` gave ST2 inh inactive.
CC(Cn1cncn1)NC(=O)c1ccc2nc(Cc3ccccc3F)oc2c1 (centres undefined) was read as ST2 inh inactive.
`CCc1ccc(S(=O)(=O)NCc2nc3cccnc3n2Cc2ccc(OC)cc2)cc1` gave ST2 inh inactive.
Screening Cc1c(Cl)cccc1NS(=O)(=O)c1ccc2[nH]cc(C(=O)NC3CCCC3)c(=O)c2c1 returned ST2 inh inactive.
N#CC1=C(N)Oc2c([nH]c(=O)[nH]c2=O)C1c1ccccc1[N+](=O)[O-] (centres undefined) was read as ST2 inh inconclusive.
Screening N#C/C(=C\c1ccc(-c2ccc(C(=O)O)cc2)o1)c1nc2ccccc2[nH]1 returned ST2 inh inconclusive.
For COC(CNC(=O)C1CCC(Cn2c(=O)[nH]c3ccsc3c2=O)CC1)OC (centres undefined) the results were ST2 inh inactive.
CCCCOc1cccc(CN2CCCCC2c2cccnc2)c1 (centres undefined) was read as ST2 inh inactive.
CC(C)c1ccc(NC2CCCN(C(=O)c3ccc(N4CC(=O)NC4=O)cc3)C2)cc1 (centres undefined) was read as ST2 inh inconclusive.
c1cncc(-c2nnc3n2C2(CCCCC2)Cc2ccccc2-3)c1 was read as ST2 inh inactive.
`O=C(c1c(Cl)cccc1Cl)N1CCN(c2ccccc2F)CC1` gave ST2 inh inconclusive.

Random excerpt: 5 compounds from above.
Screening COc1cc(C2SCC(=O)N2Cc2ccccc2)ccc1O (centres undefined) returned ST2 inh inconclusive.
`COc1cc(NC(=O)c2ccc(C)c(Cl)c2)c(OC)cc1Cl` gave ST2 inh inactive.
For COC(CNC(=O)C1CCC(Cn2c(=O)[nH]c3ccsc3c2=O)CC1)OC (centres undefined) the results were ST2 inh inactive.
Screening CCCCn1c(CCCNC(C)=O)nc2ccccc21 returned ST2 inh inactive.
O=C(NCCCN1CCOCC1)c1cnc(N2CCN(c3ccccn3)CC2)c2ccccc12 was read as ST2 inh inactive.

Next part:
Screening Nc1nonc1C(=O)NCCN=Cc1ccccc1O returned ST2 inh inactive.
Screening Cc1ccnc(C(NC(=O)c2cnc3cccc(C)n3c2=O)C2CC2)c1 (centres undefined) returned ST2 inh inactive.
`O=C(Nc1cc(Cl)ccc1Cl)c1cccc(Cl)c1` gave ST2 inh inactive.
For COc1ccc(-c2ccnc(N[C@H]3CO[C@H]4[C@@H]3OC[C@@H]4NS(=O)(=O)c3cccs3)n2)cc1 the results were ST2 inh inconclusive.
Cc1cc(OCc2nc(-c3ccncc3)no2)ccc1Cl was read as ST2 inh inactive.
Nc1ccc2nn(-c3ccc([N+](=O)[O-])cc3)nc2c1 was read as ST2 inh inactive.
`CCN(CC)CC[C@H]1CN(C(=O)Cc2ccc(OC)cc2)CC[C@H]1CC(=O)O` gave ST2 inh inconclusive.
For COc1cc2c(cc1OC)C(C(=O)NCc1cccs1)C1c3ccccc3CCN1C2=O (centres undefined) the results were ST2 inh inactive.
Screening c1ncn(C23CC4CC(CC(C4)C2)C3)n1 returned ST2 inh inactive.
Screening CCN(CC)S(=O)(=O)c1ccc2oc(C(=O)N3CCOCC3)c(C)c2c1 returned ST2 inh inactive.
Screening CNc1ncccc1C(=O)N(Cc1c(C)nn(C)c1C)C1CC1 returned ST2 inh inconclusive.
Screening CN(Cc1ccccc1)c1ncnc2c1cnn2-c1ccccc1 returned ST2 inh inconclusive.
`COc1ccccc1N1CCN(C(=O)CNS(=O)(=O)c2ccc(Br)s2)CC1` gave ST2 inh inactive.
`O=C(Nc1ccc(F)cc1)N1CCN(c2ccc(F)cc2)CC1` gave ST2 inh inactive.
OC(COc1c(F)cc(Br)cc1F)CN1CCN(c2ccc(F)cc2)CC1 (centres undefined) was read as ST2 inh inactive.
Screening C=C(C)Cn1ccc(-c2cccc(-c3ccc(S(C)(=O)=O)cc3)c2)n1 returned ST2 inh inactive.
Screening CCc1ccc2nc(NCCNC(C)=O)cc(C)c2c1 returned ST2 inh inactive.
Screening COc1ccc(NC(=O)CN2C(=O)C(=O)c3ccccc32)cc1 returned ST2 inh inconclusive.
`c1csc(-c2cnc3ccccc3n2)c1` gave ST2 inh inconclusive.
For O=C1NC(=Nc2ccccn2)SC1Cc1ccc(Cl)cc1 (centres undefined) the results were ST2 inh inactive.

Nothing new here: entries from further up.
Screening COc1ccc(NC(=O)CN2C(=O)C(=O)c3ccccc32)cc1 returned ST2 inh inconclusive.
`c1csc(-c2cnc3ccccc3n2)c1` gave ST2 inh inconclusive.
For O=C1NC(=Nc2ccccn2)SC1Cc1ccc(Cl)cc1 (centres undefined) the results were ST2 inh inactive.

Carrying on.
Screening COc1ccccc1OCc1cc(C(=O)N2CCC(NC(C)=O)C2)n[nH]1 (centres undefined) returned ST2 inh inconclusive.
Cc1ccc(C)c(N2CCN(C(=O)c3ccc(Cn4c(=O)[nH]c5ccsc5c4=O)cc3)CC2)c1 was read as ST2 inh inactive.
`CC(c1cc2ccccc2[nH]1)N(C)C(=O)c1cnn2c1CCCC2` (centres undefined) gave ST2 inh inactive.
For Cn1c(=O)c2c(ncn2CC(=O)N2CCCCCC2)n(C)c1=O the results were ST2 inh inactive.
CCOc1ccccc1NC(=O)C1CC(=O)N(c2ccc(OC)cc2)C1c1ccc(OC)cc1 (centres undefined) was read as ST2 inh inconclusive.
`Cc1ccc(OCc2cc(=O)n3oc(C)cc3n2)c(NC(=O)C(C)(C)C)c1` gave ST2 inh inactive.
For Cc1oc(-c2ccc(NC(=O)Cc3ccccc3)cc2)nc1CNC(=O)c1c(F)ccc(F)c1F the results were ST2 inh inactive.
`CC(=O)Nc1ccc2occc2c1` gave ST2 inh inactive.
`CC(=O)N1c2ccc(S(=O)(=O)N(CC(C)C)CC(C)C)cc2CC1C` (centres undefined) gave ST2 inh inactive.
Screening COc1cc(SC)ccc1C(=O)Nc1ccc(S(=O)(=O)N2CCOCC2)cc1 returned ST2 inh inactive.
Screening COc1ccc(-n2ncc3c(N4CCCc5ccccc54)ncnc32)cc1 returned ST2 inh inactive.
CCCN(Cc1cccnc1)C(=O)c1cccc(C(=O)OC)c1 was read as ST2 inh inactive.
`CCc1ccc2occ(CC(=O)NCc3n[nH]c4c3CCC4)c2c1` gave ST2 inh inconclusive.
CCOc1cccc2c1OC1(C)CC2NC(=O)N1c1cccc(Cl)c1 (centres undefined) was read as ST2 inh inactive.
Screening COc1cc(NC(=O)C2CCN(S(=O)(=O)c3cccc4cccnc34)CC2)cc(OC)c1 returned ST2 inh inactive.
`CCOC(=O)c1c(NC(=O)c2ccccc2)sc2c1CCN(C(C)C)C2` gave ST2 inh inactive.
COc1ccccc1CNC(=O)CN[C@@H]1C[C@@H]2C[C@H]([C@H]1C)C2(C)C was read as ST2 inh inactive.
For COc1ccc(CCN(C)CCc2ccc(OC)c(OC)c2)cc1OC the results were ST2 inh inconclusive.
